Screening data (PubChem BioAssay)
RGS4-Gao reg: human RGS4-Galphao interaction regulation | P09471 | Multiplexed bead flow cytometry, RGS4-Galphao binding; actives lie on both sides | binding response (% of control), % at 10 µM | hit rate 0.33% among 220,000; in the data active = binding response below about 49% or above about 150%; inactive = in between;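 also: fluorescent Galphao activated with aluminum fluoride binding bead-coupled RGS4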
Target sequence (P09471 whole entry, looked up): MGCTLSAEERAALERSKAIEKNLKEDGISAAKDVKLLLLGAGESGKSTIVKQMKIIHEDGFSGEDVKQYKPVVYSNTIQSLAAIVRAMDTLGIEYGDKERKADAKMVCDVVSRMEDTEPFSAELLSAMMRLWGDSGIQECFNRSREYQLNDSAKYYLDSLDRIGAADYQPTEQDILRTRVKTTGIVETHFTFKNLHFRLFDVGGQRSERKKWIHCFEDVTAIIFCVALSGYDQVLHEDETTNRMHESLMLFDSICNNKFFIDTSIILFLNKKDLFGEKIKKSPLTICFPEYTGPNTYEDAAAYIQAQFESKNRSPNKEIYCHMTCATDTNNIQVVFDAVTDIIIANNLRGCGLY
Bcl-B Bim block: inhibitors of Bim-Bcl-B interaction, human. Q9HD36. AID 951. hit rate 0.073% among 190,000. bead-based flow cytometry, Bim peptide-Bcl-B binding. inhibition, % at 10 µM;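 also: 0% = tracer peptide without compound and 100% = reference inhibitor peptide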
Bim-Mcl-1: human Bim-Mcl-1 interaction inhibition | hit rate 0.1% among 190,000 | Bead-based flow cytometry, Bim peptide-Mcl-1 binding | Q07820 | inhibition, % at 10 µM;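 also: 0% = no compound tracer wells and 100% = peptide blocker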
Target sequence (Q07820 whole entry, looked up): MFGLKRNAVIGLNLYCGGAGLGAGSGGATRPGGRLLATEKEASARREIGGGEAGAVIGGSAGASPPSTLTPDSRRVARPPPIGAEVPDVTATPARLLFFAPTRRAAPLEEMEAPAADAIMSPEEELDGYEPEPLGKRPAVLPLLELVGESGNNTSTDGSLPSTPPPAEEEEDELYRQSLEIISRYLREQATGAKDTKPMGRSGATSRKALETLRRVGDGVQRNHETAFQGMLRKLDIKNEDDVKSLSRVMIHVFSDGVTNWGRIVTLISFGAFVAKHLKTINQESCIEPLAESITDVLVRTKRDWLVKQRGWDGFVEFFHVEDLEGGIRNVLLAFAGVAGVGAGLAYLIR
RGS7-Gao: human RGS7-Galphao interaction regulation. P09471. Multiplexed bead flow cytometry, RGS7-Galphao binding; actives lie on both sides. binding response (% of control), % at 10 µM. hit rate 0.35% among 220,000. AID 1439; in the data active = binding response below about 49% or above about 150%; inconclusive = no clear call, values can overlap the other calls; inactive = in between;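 also: fluorescent Galphao held in activated GDP-AlF4 state binding bead-coupled RGS7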
RGS8-Gao reg: regulators of human RGS8-Galphao interaction | P09471 | multiplexed bead flow cytometry, RGS8-Galphao binding; actives lie on both sides | response (percent of control binding), % at 10 µM | hit rate 0.34% among 220,000 | AID 1423; in the data active = response below about 60% or above about 140%; inactive = in between;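 also: Galphao activated as the GDP aluminium fluoride complex binding bead-coupled RGS8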
Bcl-W Bim block: inhibitors of Bim-Bcl-W interaction, human. Q92843. bead-based flow cytometry, Bim peptide-Bcl-W binding. AID 952. inhibition, % at 10 µM. hit rate 0.02% among 190,000;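 also: 0% = bound tracer without compound and 100% = peptide blocker; higher means less fluorescent Bim peptide bound to Bcl-W beads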
Bfl-1 Bim block: inhibitors of Bim-Bfl-1 interaction, human; Q16548; Bead-based flow cytometry, Bim-Bfl-1 binding inhibition; inhibition, % at 10 µM; hit rate 0.12% among 190,000;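 also: 0% = wells without compound plus tracer and 100% = blocker peptide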
Bim-Bcl-XL: human Bim-Bcl-XL interaction inhibition; Q07817; Bim peptide-Bcl-XL binding, bead flow cytometry, fluorescence; inhibition, % at 10 µM; hit rate 0.04% among 190,000
Target sequence (Q07817 whole entry, looked up): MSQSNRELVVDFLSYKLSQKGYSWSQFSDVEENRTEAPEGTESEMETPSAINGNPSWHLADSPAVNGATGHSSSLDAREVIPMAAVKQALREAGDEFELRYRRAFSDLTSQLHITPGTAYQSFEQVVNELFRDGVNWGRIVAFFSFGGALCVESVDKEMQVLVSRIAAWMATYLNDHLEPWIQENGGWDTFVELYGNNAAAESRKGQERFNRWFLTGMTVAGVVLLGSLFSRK
Mcl1-Noxa inh: disrupts binding of human Mcl-1 to Noxa peptide. Q07820. TR-FRET Mcl-1/Noxa peptide binding, 2 h. inhibition, % at 21.7 µM. hit rate 1.5% among 220,000. AID 1022;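 active = compounds that cut the protein-peptide binding signal by more than 50% relative to plate controls in a single-dose test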;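 also: His-tagged Mcl-1 with rhodamine Noxa BH3 peptide and terbium anti-His antibody; 0% = Mcl-1 plus Noxa peptide wells and 100% = peptide-only wells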
Mcl1 Bid PPI: disrupts binding of human Mcl-1 to Bid peptide | Q07820 | TR-FRET Mcl-1/Bid-Dy647 peptide binding, 1536-well | inhibition, % at 21.7 µM | hit rate 0.97% among 220,000;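 active = compounds that cut the binding signal by more than half at the single screening dose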;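 also: His-tagged Mcl-1 with europium anti-His antibody binding Bid BH3 peptide; 0% = Mcl-1 plus peptide wells and 100% = peptide-only wells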
Bcl-2 Bim block: inhibitors of Bim-Bcl-2 interaction, human; inhibition, % at 10 µM; Bead-based flow cytometry, Bim peptide-Bcl-2 binding; hit rate 0.06% among 190,000; P10415; in the data active = inhibition above about 40%; inconclusive = no clear call, values can overlap the other calls;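 also: 0% = no compound wells with probe peptide and 100% = reference peptide inhibitor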
* = called active by the depositor; ? = inconclusive; nt = no result given. Rule as the data show it, unless noted: active = inhibition above about 40%. Not a hit list. About 2.7% of those tested had a hit in this group.

Order of values – Bcl-W Bim block	RGS8-Gao reg	Mcl1-Noxa inh	Bcl-B Bim block	Mcl1 Bid PPI	Bcl-2 Bim block	Bim-Bcl-XL	Bfl-1 Bim block	Bim-Mcl-1	RGS7-Gao	RGS4-Gao reg
> Cc1ccc2oc(=O)c(/C=C(\O)CC(C)C)nc2c1
    -2	91	-20	-4	-92	-5	-4	-1	-2	105	106
> CCOc1ccc2nc(NCCNC(=O)C(C)C)c(C)cc2c1
    -4	99	9	-9	22	-9	-9	-25	-5	111	103
> Cc1cc(C2=NNC(=Nc3ccc(S(=O)(=O)N4CCOCC4)cc3)SC2)c(C)n1CC1CCCO1 (centres undefined)
    2	98	48	-4	-25	-3	0	-1	-6	104	97
> CCOc1ccccc1N(CC(=O)Nc1ccccc1C(=O)NCc1ccco1)S(C)(=O)=O
    -1	102	-5	-12	-15	-9	-7	-18	-4	97	98
> Cc1ccnc(SCCn2c(N3CC(C)OC(C)C3)nc3c2c(=O)n(C)c(=O)n3C)n1 (centres undefined)
    0	98	-7	-3	-33	1	-2	-1	1	101	101
> CN(C)CCNc1nc2sc3c(c2c(=O)n1CCc1ccccc1)CCCCC3
    nt	105	18	nt	-16	nt	nt	nt	nt	?	106
> O=C(Nc1ccc(OCC(F)(F)C(F)F)c(C(F)(F)F)c1)c1ccccc1O
    1	99	5	-7	6	-1	-4	-11	0	99	100
> CCN1CCN(c2ncnc3sc(C(=O)Nc4ccccc4F)c(C)c23)CC1
    0	100	37	3	-29	1	-1	-1	1	100	102
> O=C(CN1CCN(S(=O)(=O)c2ccc(Cl)cc2)CC1)Nc1ccc2c(c1)CCC2
    -2	99	-3	-4	-32	-7	-6	-2	-4	98	99
> CNS(=O)(=O)c1cnccc1N1CCN(c2cccc(C(F)(F)F)c2)CC1
    0	100	12	-1	-37	-1	-1	-1	8	98	99

Single records, as listed above.
Record of CCOc1ccccc1N(CC(=O)Nc1ccccc1C(=O)NCc1ccco1)S(C)(=O)=O : Bcl-W Bim block: -1; RGS8-Gao reg: 102; Mcl1-Noxa inh: -5; Bcl-B Bim block: -12; Mcl1 Bid PPI: -15; Bcl-2 Bim block: -9; Bim-Bcl-XL: -7; Bfl-1 Bim block: -18; Bim-Mcl-1: -4; RGS7-Gao: 97; RGS4-Gao reg: 98
Record of Cc1ccc2oc(=O)c(/C=C(\O)CC(C)C)nc2c1 : Bcl-W Bim block: -2; RGS8-Gao reg: 91; Mcl1-Noxa inh: -20; Bcl-B Bim block: -4; Mcl1 Bid PPI: -92; Bcl-2 Bim block: -5; Bim-Bcl-XL: -4; Bfl-1 Bim block: -1; Bim-Mcl-1: -2; RGS7-Gao: 105; RGS4-Gao reg: 106
Record of Cc1cc(C2=NNC(=Nc3ccc(S(=O)(=O)N4CCOCC4)cc3)SC2)c(C)n1CC1CCCO1 (centres undefined) : Bcl-W Bim block: 2; RGS8-Gao reg: 98; Mcl1-Noxa inh: 48; Bcl-B Bim block: -4; Mcl1 Bid PPI: -25; Bcl-2 Bim block: -3; Bim-Bcl-XL: 0; Bfl-1 Bim block: -1; Bim-Mcl-1: -6; RGS7-Gao: 104; RGS4-Gao reg: 97

(more compounds)
Order of values – Bcl-W Bim block	RGS8-Gao reg	Mcl1-Noxa inh	Bcl-B Bim block	Mcl1 Bid PPI	Bcl-2 Bim block	Bim-Bcl-XL	Bfl-1 Bim block	Bim-Mcl-1	RGS7-Gao	RGS4-Gao reg
> Cc1ccc(S(=O)(=O)c2cc3c(=O)n4cccc(C)c4nc3n(CC3CCCO3)c2=N)cc1C (centres undefined)
    nt	102	11	nt	15	nt	nt	nt	nt	?	98
> Cc1ccc(C(=O)NC(C)c2nc3ccccc3n2CC(=O)Nc2c(C)cc(C)cc2C)cc1 (centres undefined)
    nt	99	-8	nt	49	nt	nt	nt	nt	?	98
> CCOc1ccc(NC(=S)NCc2ccco2)cc1
    -2	105	9	-7	-43	-5	-6	-2	-3	105	106
> OC(CNCCC1C=Nc2ccccc21)Cn1c2ccc(Cl)cc2c2cc(Cl)ccc21 (centres undefined)
    3	106	41	-2	7	-1	5	3	2	102	104
> CN(CC1CCOCC1)C(=O)CC1C(=O)NCCN1Cc1cccc(Oc2ccccc2)c1 (centres undefined)
    -3	103	1	-6	-89	-9	-6	-4	-28	102	100
> Cc1cc(C(=O)COC(=O)c2ccc[nH]c2=O)c(C)n1-c1ccc(Br)cc1
    1	105	-12	5	-23	4	-5	0	-1	103	97
> COc1ccc(/C(C)=N/N=C(N)N)c(OC)c1
    nt	95	0	nt	-10	nt	nt	nt	nt	?	95
> CCOc1ccc(N2CC(C(=O)Nc3ccccc3N3CCOCC3)CC2=O)cc1 (centres undefined)
    -1	101	-5	-5	-11	-7	-2	-5	0	96	100
> CS(=O)(=O)N(CC(=O)Nc1ccc(S(=O)(=O)N2CCCC2)cc1)c1ccccc1
    -3	102	-24	-4	-20	-2	-2	-8	0	107	102
> O=C(COC(=O)CNS(=O)(=O)c1cccc(Br)c1)NC(=O)Nc1ccc2c(c1)OCCO2
    0	101	17	1	-66	-4	-4	-2	-1	98	102

Just RGS4-Gao reg and Bcl-B Bim block, for some of the entries so far:
structure | RGS4-Gao reg | Bcl-B Bim block
Cc1ccc(S(=O)(=O)c2cc3c(=O)n4cccc(C)c4nc3n(CC3CCCO3)c2=N)cc1C (centres undefined) | 98 | nt
Cc1ccc(C(=O)NC(C)c2nc3ccccc3n2CC(=O)Nc2c(C)cc(C)cc2C)cc1 (centres undefined) | 98 | nt

(next part)
Order of values – Bcl-W Bim block	RGS8-Gao reg	Mcl1-Noxa inh	Bcl-B Bim block	Mcl1 Bid PPI	Bcl-2 Bim block	Bim-Bcl-XL	Bfl-1 Bim block	Bim-Mcl-1	RGS7-Gao	RGS4-Gao reg
> CCOC(=O)c1c(C2CC2)csc1NC(=O)COC(=O)CCS(=O)(=O)c1ccc(C)cc1
    -2	94	-20	-4	2	-6	-3	-3	-5	98	96
> COCc1cc(C)nc(OCC(=O)N/N=C/c2ccc(C)cc2)c1C#N
    nt	103	-24	nt	-3	nt	nt	nt	nt	?	112
> O=C(N/N=C/c1ccc2c(c1)OCO2)c1ccc(Br)o1
    -3	101	-2	-8	-2	-10	-3	-8	-2	99	100
> CSc1nc2c(c(=O)[nH]1)C(c1cccc(Cl)c1Cl)CC(=O)N2 (centres undefined)
    0	106	-13	-3	-5	-3	-4	-8	-3	101	103
> CC(=O)C1=C(O)C(=O)N(CCc2c[nH]c3ccccc23)C1c1ccc(C)cc1 (centres undefined)
    -4	101	8	-1	-33	0	-2	-4	-2	98	100
> Cc1c(/C=N/N2C(=O)C3C4C=CC(C4)C3C2=O)c2ccccc2n1C (centres undefined)
    -4	102	17	-5	59*	-5	-7	-5	-8	98	104
> O=C(NC1CCCCC1)N(CCN1CCCC1)Cc1cc2cc3c(cc2[nH]c1=O)OCCO3
    0	102	28	-6	9	2	-4	4	1	109	110
> CCN(CC)c1ccc(N2C(=O)/C(=C/c3cccs3)SC2=S)cc1
    0	99	-5	-14	-10	-4	-6	-14	0	101	100
> COc1cc(CN2CCC(C(=O)NC3CCCC3)CC2)cc(OC)c1O
    0	102	25	-8	15	-7	-5	-11	0	101	101
> COCCNC(=O)c1cc(-c2cccs2)on1
    -6	98	4	-8	-2	-8	-9	-11	-1	98	100

Given with the structure last: entries from further up.
Bcl-W Bim block	RGS8-Gao reg	Mcl1-Noxa inh	Bcl-B Bim block	Mcl1 Bid PPI	Bcl-2 Bim block	Bim-Bcl-XL	Bfl-1 Bim block	Bim-Mcl-1	RGS7-Gao	RGS4-Gao reg	SMILES
-3	101	-2	-8	-2	-10	-3	-8	-2	99	100	O=C(N/N=C/c1ccc2c(c1)OCO2)c1ccc(Br)o1
-4	102	17	-5	59*	-5	-7	-5	-8	98	104	Cc1c(/C=N/N2C(=O)C3C4C=CC(C4)C3C2=O)c2ccccc2n1C (centres undefined)

(list continues)
Order of values – Bcl-W Bim block	RGS8-Gao reg	Mcl1-Noxa inh	Bcl-B Bim block	Mcl1 Bid PPI	Bcl-2 Bim block	Bim-Bcl-XL	Bfl-1 Bim block	Bim-Mcl-1	RGS7-Gao	RGS4-Gao reg
> O=C(c1cc2cc(Br)ccc2oc1=O)N1CCCC1
    -1	106	-1	-1	-8	2	-13	2	0	98	101
> CCc1ccc(CN(C)Cc2nc(Cc3ccccc3)no2)nc1
    0	96	19	-3	-3	5	-3	-4	3	93	98
> CN(CCC#N)C(=S)Nc1ccc(S(=O)(=O)N2CCOCC2)cc1
    0	101	24	-5	-38	0	-1	-3	0	103	101
> CCn1nnnc1SCC(=O)NC1CCCC1
    -5	94	18	-3	-2	-3	0	-3	0	91	90
> Cc1ccc(NC(=O)C2CC(=O)n3c(nc4ccccc43)N2)cc1 (centres undefined)
    0	107	11	-2	-23	0	-1	0	-2	103	106
> O=C(Nc1nc2ccc(Cl)cc2s1)c1ccco1
    0	94	28	-5	-2	-8	-2	-10	2	93	94
> O=C(C/C=N/OCc1ccc(Cl)cc1)c1cnc(-c2ccccc2)s1
    -1	103	24	1	-2	-3	0	-1	-1	102	101
> O=C(/C=C/c1c[nH]c2ccccc12)c1cccc2ccccc12
    -2	99	27	-6	27	-6	-5	-2	-3	95	101
> Brc1ccc2c(c1)OCCOCCOCCOCCOCCOCCO2
    0	119	14	-4	-50	0	0	1	-1	115	115
> CCC/C(=N/NC(=O)c1ccccc1Cl)c1ccccc1
    -1	98	5	-3	-9	-2	0	-6	-2	104	102

Order of values – Bcl-W Bim block	RGS8-Gao reg	Mcl1-Noxa inh	Bcl-B Bim block	Mcl1 Bid PPI	Bcl-2 Bim block	Bim-Bcl-XL	Bfl-1 Bim block	Bim-Mcl-1	RGS7-Gao	RGS4-Gao reg
> COc1ccc(CNC2CC(=O)N(C)C2=O)cc1 (centres undefined)
    1	99	-1	-5	-3	-4	-1	-7	2	100	104
> COc1cc(C2C(C#N)=C(N)OC3=C2C(=O)CC(C)(C)C3)ccc1OCCN1CCOCC1 (centres undefined)
    nt	100	-8	nt	-25	nt	nt	nt	nt	?	99
> Cc1cc(=O)n(C)c(=O)n1CCCNc1ccccc1
    -4	91	8	1	22	2	-1	1	-2	84	88
> CN1C(=O)c2cccc(NC(=O)CCc3ccccc3)c2C1=O
    2	106	-10	-2	-12	-1	1	-3	2	108	104
> COc1cccc(/C=C2\N=C(SC)SC2=O)c1OC
    1	99	10	-9	-15	-8	-7	-25	-2	97	98
> CCOC(=O)/C(C#N)=C\c1c(OCC)n(CC)c2ccccc12
    -2	101	17	-7	-19	-6	-8	-17	-3	101	101
> COc1cc(/C=N/NC(=O)CC2(C)OCCCO2)ccc1OCc1ccccc1
    0	95	-8	-2	-33	5	-2	0	-3	95	96
> N#CNC(=Nc1cccc(C(F)(F)F)c1)SCc1ccc(C(=O)O)cc1
    nt	107	-1	nt	25	nt	nt	nt	nt	?	102
> CC(C)(C)C(=O)Nc1ccc(-c2csnn2)cc1
    nt	105	-18	nt	-6	nt	nt	nt	nt	?	110
> CCOC(=O)c1cc2c(=O)[nH]ccc2nc1C
    7	103	nt	10	nt	5	11	-1	9	99	101
> Cc1ccc(NC(=O)CCC(=O)NNC(=O)c2ccccc2[N+](=O)[O-])c(C)c1
    -1	98	-4	-2	-37	0	-3	-5	-1	97	99
> Cc1ccc(-n2c(SCC(=O)OC(C)C)nnc2-c2ccncc2)cc1
    -1	105	-13	-10	-10	-9	-5	-16	-2	100	103
